# SENP7 inh = SENP7 protease inhibitors, primary screen, biochemical, luminescence, uHTS; inhibition, % at 5 µM; Sentrin-specific protease 7 (Homo sapiens), Q9BQF6; 1.5% of 330,000 active; AID 434973, 2010; recombinant SENP7, Z-RLRGG-aminoluciferin luminescence, 40 min;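 active means inhibition above about 50% at the single test dose, limit read from the data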;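 further: plate controls were DMSO with enzyme for no effect and no enzyme buffer wells for full effect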
# PfGluPho inh = PfG6PD enzyme inhibitors, primary screen, biochemical, fluorescence intensity, uHTS. glucose-6-phosphate dehydrogenase-6-phosphogluconolactonase (Plasmodium falciparum 3D7). PfGluPho enzyme, NADPH resazurin-diaphorase fluorescence. inhibition, % at 20 µM. 0.78% of 350,000 active. AID 504690, 2011;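 active means inhibition reaching at least a set limit at 20 µM in the primary screen, cut at about 59% in these data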;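 further: 0% = DMSO wells with substrate and 100% = DMSO wells lacking glucose-6-phosphate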
# ATG4B inhibitor = ATG4B protease inhibitors, primary screen, biochemical, fluorescence, uHTS | Cysteine protease ATG4B (Homo sapiens), Q9Y4P1 | ATG4B cleavage of LC3-PLA2, NBD-HPC fluorescence, 1 h | inhibition, % at 8.33 µM | 0.51% of 340,000 active | AID 504462, 2011; in the data active means inhibition above about 40%
# HKDC1 inhibitor = HKDC1 hexokinase inhibitors, primary screen, biochemical, fluorescence, uHTS; inhibition, % at 20 µM; recombinant HKDC1, G6PDH/diaphorase resazurin coupled fluorescence; 0.16% of 340,000 active; AID 493160, 2011;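 active means inhibition above about 35% when tested at 20 µM, limit read from the data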;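 further: plate controls were DMSO wells with enzyme for no effect and DMSO wells lacking enzyme for full effect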
#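 test system = in-house recombinant HK5 (HKDC1) enzyme | amount = HKDC1 at 5 µg/mL | control set = DMSO-enzyme wells negative, buffer-substituted wells positive | compound = one dose of 20 µM, 1% DMSO | schedule = reaction time 90 min, room temperature, protected from light | technique = resorufin fluorescence at 613 nm | reagent = glucose with 1 mM ATP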
# SENP6 block = SENP6 protease inhibitors, primary screen, biochemical, luminescence, uHTS | AID 2599, 2010 | inhibition, % at 10 µM | Recombinant SENP6 catalytic domain, aminoluciferin luminescence | 1.8% of 330,000 active | Sentrin-specific protease 6 (Homo sapiens), Q9GZR1;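 active means inhibition above about 50% at the single tested dose, limit read from the data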;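 further: plate controls were DMSO wells with enzyme for no effect and DMSO wells lacking enzyme for full effect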
# Target sequence (Q9GZR1 628-1112 limits assumed): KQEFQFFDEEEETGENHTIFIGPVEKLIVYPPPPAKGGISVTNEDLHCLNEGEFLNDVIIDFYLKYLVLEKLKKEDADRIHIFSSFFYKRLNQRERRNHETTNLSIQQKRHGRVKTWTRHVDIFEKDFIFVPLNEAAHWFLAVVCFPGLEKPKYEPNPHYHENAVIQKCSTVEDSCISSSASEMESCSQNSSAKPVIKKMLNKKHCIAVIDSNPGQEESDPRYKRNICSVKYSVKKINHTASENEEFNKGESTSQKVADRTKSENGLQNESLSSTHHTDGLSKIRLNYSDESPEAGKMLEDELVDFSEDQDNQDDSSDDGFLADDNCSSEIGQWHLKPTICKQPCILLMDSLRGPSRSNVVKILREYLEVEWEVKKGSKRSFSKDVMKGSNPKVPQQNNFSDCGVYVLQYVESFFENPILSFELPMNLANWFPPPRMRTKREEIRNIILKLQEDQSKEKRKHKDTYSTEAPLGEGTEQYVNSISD
# SENP8 inh = human SENP8 protease inhibitors, primary screen, biochemical, fluorescence, Nedd8 protein substrate, uHTS | recombinant SENP8 | inhibition, % at 20 µM | 0.64% of 360,000 active | Sentrin-specific protease 8 (Homo sapiens), Q96LD8 | AID 602440, 2012; in the data active means inhibition mostly above about 40%, no sharp cut-off; inactive means mostly below about 27%
# Target sequence (Q96LD8 whole entry, looked up): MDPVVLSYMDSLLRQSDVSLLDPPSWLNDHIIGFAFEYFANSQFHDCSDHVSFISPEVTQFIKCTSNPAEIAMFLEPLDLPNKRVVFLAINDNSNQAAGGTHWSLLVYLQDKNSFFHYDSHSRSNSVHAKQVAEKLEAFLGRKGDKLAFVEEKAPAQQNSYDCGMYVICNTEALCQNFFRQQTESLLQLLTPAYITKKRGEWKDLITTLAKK
# GRIN3A LBD mod = binders of NR3A ligand-binding domain, primary screen, biophysical, differential scanning fluorimetry, uHTS; Glutamate receptor ionotropic, NMDA 3A (GRIN3A) ligand-binding domain; NR3A LBD differential scanning fluorimetry, Tm shift; 0% = protein alone, 100% = glycine-bound protein; Tm shift relative to glycine control, % at 25 µM; 2.5% of 340,000 active; AID 1259313, 2017;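 active means melting temperature shift of at least 10% of the positive control shift, at one fixed dose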
# MPTP inh = mitochondrial permeability transition pore inhibitors, primary screen, biochemical, isolated mouse mitochondria, absorbance | Ca2+ swelling absorbance, 30 min | 1.4% of 360,000 active | AID 602449, 2012 | inhibition, % at 10 µM;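 active means inhibition of 50% or more, scaled per plate between neutral and stimulator controls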;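 further: 0% = DMSO wells given calcium and 100% = 1 mM EGTA wells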
# The depositor's hits bear a star; nt = not tested or not shown.
# Value order – SENP7 inh	PfGluPho inh	ATG4B inhibitor	HKDC1 inhibitor	SENP6 block	SENP8 inh	GRIN3A LBD mod	MPTP inh
1: COC(=O)c1cc(Cl)c(NC(=O)c2ccc(F)cc2)cc1OC
→ 7	-5	0	4	-9	-10	1	0.0
2: CCOC(=O)c1sc2ccccc2c1OC(=O)c1ccccc1OC
→ 2	-1	9	8	5	12	0	1.1
3: Cc1ccccc1-n1c(C)nnc1SCc1nc2ccccc2s1
→ 1	6	-3	-8	7	-20	0	-0.7
4: NC(=O)N/N=C/c1ccc2cccc(OCc3ccccc3)c2n1
→ 9	24	-7	1	-13	-463	-1	2.2
5: CCOC(=S)N/C(=N\S(C)(=O)=O)c1ccccc1
→ -4	38	0	-7	-4	22	1	1.0
6: NNC(=S)Nc1ccc(S(=O)(=O)N2CCOCC2)cc1
→ 15	2	-2	-8	5	-43	0	0.4
7: Cc1nn(C)c(NC(=O)c2ccccc2Cl)c1Cl
→ 3	-3	-1	-4	-3	16	0	-1.4
8: CCc1sc(C(=O)N2CCN(C(=O)c3ccccc3)CC2)cc1C
→ 12	4	-1	1	-4	9	0	0.5
9: CC(c1ccco1)N(C(=O)c1ccc(Cl)c([N+](=O)[O-])c1)c1ccccn1 (stereo unspecified)
→ 7	-8	1	4	-12	6	2	-1.5
10: CCCn1c(SCC(=O)NC2CCCCC2)nnc1-c1ccccn1
→ -5	-8	-2	-9	-12	9	-2	0.6
11: Cc1ccc(CNC(=O)c2ccc(N3CCC4(CC3)CC(c3ccccc3)=NO4)c(NC(=O)c3ccc(Br)cc3)c2)cc1
→ -6	4	-2	-6	-14	13	-3	0.3
12: CN(CC(=O)NC1CC1)S(=O)(=O)c1ccc(F)cc1
→ -1	3	-1	-10	-11	11	1	-1.5
13: CCN(c1ccc(OC)cc1)c1ncnc2nc[nH]c12
→ -2	-14	5	3	1	14	-3	-0.6
14: CCOc1ccc(Br)cc1S(=O)(=O)NCC(c1ccc(OC)cc1)N1CCOCC1 (stereo unspecified)
→ nt	1	-11	1	nt	0	-1	-1.1
15: O=C(CNC(=O)c1ccc2ccccc2c1)OCC(=O)N1CCN(S(=O)(=O)c2ccc3ccccc3c2)CC1
→ 5	-26	-50	-6	9	20	9	3.7
16: Cc1cc2c(c(=O)n1Cc1ccco1)C(c1cccnc1)C(C#N)=C(N)O2 (stereo unspecified)
→ 4	-19	-2	-5	6	-74	-2	-1.6
17: C/C(N)=C(/C#N)C(=O)COC(=O)c1oc2ccccc2c1COC(C)C
→ 7	0	-11	-13	-8	15	1	-1.2
18: Cc1cccc(N(C(=O)c2ccc(Cl)cc2)C2CS(=O)(=O)CC2OC(=O)c2ccc(Cl)cc2)c1 (stereo unspecified)
→ 7	-2	-23	-4	7	11	1	2.5
19: NS(=O)(=O)c1cccc(NC(=O)COC(=O)COc2ccc3ccccc3c2)c1
→ -4	10	-19	-4	-16	8	-17	-1.3
20: COc1cccc(OC)c1C(=O)NC(=O)Oc1c(F)cccc1F
→ 1	-13	3	-8	5	4	1	-0.8

# Screen by screen, from the results shown.
# ATG4B inhibitor, compounds 11–17, in order: -2, -1, 5, -11, -50, -2, -11
# MPTP inh, compounds 11–17, in order: 0.3, -1.5, -0.6, -1.1, 3.7, -1.6, -1.2
# HKDC1 inhibitor, compounds 11–17, in order: -6, -10, 3, 1, -6, -5, -13

# Reformatted: entries from further up.
[1] COC(=O)c1cc(Cl)c(NC(=O)c2ccc(F)cc2)cc1OC
[2] CCOC(=O)c1sc2ccccc2c1OC(=O)c1ccccc1OC

compound no.	1	2
SENP7 inh	7	2
PfGluPho inh	-5	-1
ATG4B inhibitor	0	9
HKDC1 inhibitor	4	8
SENP6 block	-9	5
SENP8 inh	-10	12
GRIN3A LBD mod	1	0
MPTP inh	0.0	1.1

# Back to the main list; the 5 compounds before the break are reprinted first.
# Value order – SENP7 inh	PfGluPho inh	ATG4B inhibitor	HKDC1 inhibitor	SENP6 block	SENP8 inh	GRIN3A LBD mod	MPTP inh
16: Cc1cc2c(c(=O)n1Cc1ccco1)C(c1cccnc1)C(C#N)=C(N)O2 (stereo unspecified)
→ 4	-19	-2	-5	6	-74	-2	-1.6
17: C/C(N)=C(/C#N)C(=O)COC(=O)c1oc2ccccc2c1COC(C)C
→ 7	0	-11	-13	-8	15	1	-1.2
18: Cc1cccc(N(C(=O)c2ccc(Cl)cc2)C2CS(=O)(=O)CC2OC(=O)c2ccc(Cl)cc2)c1 (stereo unspecified)
→ 7	-2	-23	-4	7	11	1	2.5
19: NS(=O)(=O)c1cccc(NC(=O)COC(=O)COc2ccc3ccccc3c2)c1
→ -4	10	-19	-4	-16	8	-17	-1.3
20: COc1cccc(OC)c1C(=O)NC(=O)Oc1c(F)cccc1F
→ 1	-13	3	-8	5	4	1	-0.8
21: CCc1noc(C)c1C(=O)NC1CCCc2c1cnn2-c1ccc(C(C)(C)C)cc1 (stereo unspecified)
→ 6	-1	3	-4	0	-11	2	3.4
22: O=C1CC(C(=O)NCc2ccccc2)N=C(N2CCCCC2)N1 (stereo unspecified)
→ 2	5	-10	-1	-6	18	4	0.3
23: COc1ccccc1C(=O)NNC(=O)c1ccccc1
→ 11	-2	3	-7	19	14	2	0.5
24: O=C(Nc1nc2ccsc2c(=O)s1)C1CCC1
→ 41	2	11	3	14	9	0	2.3
25: CCOC(=O)CC1=C(C(=O)OCC)C(c2cccnc2)C(C#N)=C(N)O1 (stereo unspecified)
→ 11	6	-8	-3	-10	-22	3	-3.7
26: COC(=O)c1ccc(COc2cccnc2[N+](=O)[O-])cc1
→ 7	4	-1	-3	-22	5	-1	0.6
27: COc1cc(OC)cc(C(=O)N[C@H](C(=O)Nc2ccc(F)cc2F)C(C)C)c1
→ -3	6	-6	-4	3	17	-1	1.3
28: O=C(NCc1ccco1)/C(=C\C=C\c1ccccc1)NC(=O)c1ccco1
→ 5	4	-8	-2	-2	-2	2	0.2
29: Cc1c(Cl)cccc1NC(=S)NCc1ccccc1
→ 11	19	54*	-5	-8	19	-5	3.5
30: C=CCn1c(C)cc(-c2csc(NC(=O)CCc3nc4ccccc4c(=O)[nH]3)n2)c1C
→ -8	22	-22	13	-3	-22	3	-0.2
31: COc1cccc(C(=O)NCC(=O)NCc2cc(=O)n(C)c(=O)n2C)c1OC
→ -2	4	2	-4	-7	16	-2	-2.2
32: O=C(NCc1ccncc1)C1CCN(S(=O)(=O)c2ccc(Cl)c(C(F)(F)F)c2)CC1
→ -14	-1	-8	-4	-3	6	0	0.9
33: FC(F)C(F)(F)Oc1cccc(-c2n[nH]c(=S)n2Cc2ccccc2)c1
→ -4	20	-15	2	-13	-227	21*	-0.8
34: CCSc1nnc(NC(NC(C)=O)(C(F)(F)F)C(F)(F)F)s1
→ -5	18	3	-15	-11	8	0	-0.7
35: COc1cccc(CN2CCN(Cc3ccc4cccc(F)c4n3)CC2CCO)c1 (stereo unspecified)
→ 5	-16	0	1	2	-5	2	2.9
36: Cc1cccc(C)c1NC(=O)CCCSc1nnc(N)s1
→ 4	10	-1	-2	-9	6	2	0.0
37: Cc1cc(C)n2nc(C(=O)N3CCCC(N4CCN(c5ccccc5C)CC4)C3)cc2n1 (stereo unspecified)
→ -1	39	-7	18	-13	-193	1	2.1
38: Cc1ccc(C)c(NC(=O)CCN2CCN(CCO)CC2)c1
→ 2	-5	2	-2	-9	17	4	0.7
39: CC(C)(C)NS(=O)(=O)c1ccc(CCC(=O)NCc2cccnc2)cc1
→ 8	-11	-19	-1	-2	4	-1	-0.5
40: O=C(NCc1nc(-c2ccccc2)no1)c1ccc(Br)o1
→ 1	7	-5	-11	-4	6	0	1.8

# Record cards (already shown):
# COc1cccc(CN2CCN(Cc3ccc4cccc(F)c4n3)CC2CCO)c1 (stereo unspecified) is listed as SENP7 inh: 5; PfGluPho inh: -16; ATG4B inhibitor: 0; HKDC1 inhibitor: 1; SENP6 block: 2; SENP8 inh: -5; GRIN3A LBD mod: 2; MPTP inh: 2.9
# CCSc1nnc(NC(NC(C)=O)(C(F)(F)F)C(F)(F)F)s1 is listed as SENP7 inh: -5; PfGluPho inh: 18; ATG4B inhibitor: 3; HKDC1 inhibitor: -15; SENP6 block: -11; SENP8 inh: 8; GRIN3A LBD mod: 0; MPTP inh: -0.7

# (continued)
# Value order – SENP7 inh	PfGluPho inh	ATG4B inhibitor	HKDC1 inhibitor	SENP6 block	SENP8 inh	GRIN3A LBD mod	MPTP inh
41: COc1ccc(-c2noc(CN(C(=O)c3c(-c4ccccc4Cl)noc3C)C(C)C)n2)cc1
→ 2	14	8	-2	-14	25	-1	-0.3
42: CCC(C)[C@H](N)c1nnc(SCC(=O)Nc2cccc(Cl)c2)o1 (stereo partly specified)
→ -1	-9	-1	0	0	22	-2	1.0
43: O=C(COC(=O)CSc1cc(Cl)ccc1Cl)NCc1ccc2c(c1)OCO2
→ -3	12	-11	0	5	18	-21	2.3
44: COc1ccccc1NC(=O)COC(=O)Cc1c[nH]c2ccccc12
→ -3	5	-9	-2	0	-48	-4	-0.3
45: CSc1nnc(C(C)(C)C)c(=O)n1/N=C/c1ccc(C(C)C)cc1
→ -14	23	4	3	-14	17	1	1.0
46: CCN1CCN(C(=O)C2CCN(Cc3cc(Cl)ccc3O)CC2)CC1
→ 2	4	8	-1	-7	17	-3	-1.5
47: O=C1OC(Nc2nc3ccccc3s2)c2ccccc21 (stereo unspecified)
→ -7	6	7	-1	-13	25	4	37
48: O=S(=O)(c1ccccc1)c1nc(-c2ccco2)oc1NCCCn1ccnc1
→ -2	-4	-2	2	5	-4	-1	0.2
49: CCCC(C)NC(=O)c1cc(C(=O)OC)cc([N+](=O)[O-])c1 (stereo unspecified)
→ -8	-14	0	-7	1	5	2	3.0
50: COC(=O)c1ccc(NC(=O)CC2C(=O)N(C)C(=S)N2Cc2ccc(S(N)(=O)=O)cc2)cc1 (stereo unspecified)
→ -9	8	-8	-8	-12	12	3	2.5
51: CCc1cccc(CC)c1NC(=O)CSc1nnc(C2CC2)n1C
→ -9	1	-5	-7	-10	4	-1	0.2
52: CCCNC(=O)c1ccccc1NS(=O)(=O)c1ccc2c(c1)OCCO2
→ 2	-26	-9	-4	-11	-82	6	0.9
